NadD block: NadD (S. aureus) enzyme inhibition; purified NadD enzyme, colorimetric absorbance read-out; inhibition, % at 20 µM; AID 602399; actives 0.78% (n = 360,000); in the data active = inhibition above about 26%; also: some compounds past the cut are filed as inactive
FAS-TE inh: inhibitors of human fatty acid synthase thioesterase domain | P49327 | recombinant FAS-TE, OMFH fluorogenic substrate, fluorescence endpoint | inhibition, % at 15 µM | actives 0.67% (n = 360,000) | AID 602261;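 active = compounds whose normalised, plate-corrected inhibition of enzyme fluorescence in the single-dose primary screen is 50% or more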;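 also: 0% = DMSO with enzyme and 100% = substrate without enzyme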
MT1-MMP act inh: inhibitors of human MT1-MMP activation. P50281. HT1080 RFP-PRO-GFP cells, GFP/RFP ratio fluorescence, overnight; percent of plate control window, DMSO zero. GFP/RFP ratio change, % at 20 µM. actives 0.061% (n = 360,000);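 active = GFP/RFP ratio change of at least 30% with cell ATP level not reduced by more than half and red fluorescence within 50% of control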; also: strong numbers were not always called active
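Material – HT1080 RFP-PRO-GFP cells · Control set – DMSO wells and RFP-L50D-GFP cells · Incubation – overnight cell settling, then overnight compound exposure, 37 °C, 5% CO2 · Compound dosing – single-point 20 µM compound, 1% DMSO · Read-out – GFP/RFP fluorescence ratio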
CSN deneddyl inh: inhibitors of human CSN-mediated cullin deneddylation; Q92905; actives 0.38% (n = 360,000); Purified CSN, SCF-Nedd8-OG deneddylation, fluorescence polarization; inhibition, % at 12.5 µM; AID 651999;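 active = pattern-corrected inhibition above about 35%, with an unprinted fluorescence ratio check between 0.5 and 1.5, limit read from the data, passing the limit was not always enough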;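 also: 0% = enzyme with substrate and 100% = substrate without enzyme; some results filed as inactive read as strong as hits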
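Test system: purified human Csn5 enzyme expressed in HEK293T cells. Amount: 0.24 nM enzyme. Reagent: SCFSkp2-Nedd8OG substrate at 10 nM final. Schedule: 90 min incubation of compound, enzyme and substrate at room temperature. Detection: fluorescence polarization. Read-out: % inhibition of substrate cleavage by Csn5.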
MLLE-PAM2 inh: blocks PAM2 peptide binding to the PABP1 MLLE domain | P11940 | GST-MLLE / FITC-PAM2 fluorescence polarization | inhibition, % at 20 µM | actives 0.36% (n = 360,000) | AID 588489; in the data active = inhibition above about 35%, passing the limit was not always enough;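 also: plate controls were DMSO wells with GST-MLLE for no effect and wells lacking GST-MLLE protein for full effect; some results filed as inactive read as strong as hits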
Neddyl block: cullin neddylation inhibition; P61081+Q13564; TR-FRET cullin neddylation, biochemical; calls only at 25 µM; actives 0.58% (n = 360,000); in the data active = inhibition above about 36%
Target sequence (P61081 whole entry, looked up): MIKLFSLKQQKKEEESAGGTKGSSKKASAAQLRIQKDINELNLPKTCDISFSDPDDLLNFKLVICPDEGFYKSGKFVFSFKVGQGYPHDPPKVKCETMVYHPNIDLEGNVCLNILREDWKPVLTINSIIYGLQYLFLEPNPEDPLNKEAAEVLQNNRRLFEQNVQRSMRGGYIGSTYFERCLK
Target sequence (Q13564 whole entry, looked up): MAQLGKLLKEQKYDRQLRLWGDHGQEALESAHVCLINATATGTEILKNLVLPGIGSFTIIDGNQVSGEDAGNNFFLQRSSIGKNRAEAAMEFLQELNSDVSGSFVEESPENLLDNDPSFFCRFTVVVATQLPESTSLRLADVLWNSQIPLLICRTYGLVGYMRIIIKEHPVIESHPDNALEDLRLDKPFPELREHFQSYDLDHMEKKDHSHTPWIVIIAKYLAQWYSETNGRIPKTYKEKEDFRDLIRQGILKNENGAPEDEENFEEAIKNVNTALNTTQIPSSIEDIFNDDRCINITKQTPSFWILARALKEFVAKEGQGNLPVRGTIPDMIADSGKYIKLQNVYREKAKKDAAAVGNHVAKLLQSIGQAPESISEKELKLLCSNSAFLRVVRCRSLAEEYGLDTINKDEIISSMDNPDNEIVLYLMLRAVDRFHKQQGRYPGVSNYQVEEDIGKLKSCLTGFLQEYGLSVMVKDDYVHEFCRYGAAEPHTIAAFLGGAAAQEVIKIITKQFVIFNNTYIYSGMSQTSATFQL
SKN-1 block: inhibitors of C. elegans SKN-1; inhibition, % at 21.8 µM; AID 624304; C. elegans VP596 Pgst-4::GFP/RFP ratio, acrylamide-induced, 24 h; actives 0.49% (n = 360,000);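 active = interference check ratio from 0.5 to 1.5 plus GFP to RFP signal ratio inhibition reaching or exceeding a fixed threshold, cut at about 30% in these data, passing the limit was not always enough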; also: some compounds called inactive have numbers as strong as hits
Rpn11 block: Rpn11 (human) deubiquitinase inhibition. AID 588493. O00487. human 26S proteasome, Ub4-pepOG fluorescence polarization; 20S core pre-blocked with epoxomicin. calls only at 20 µM. actives 0.59% (n = 360,000);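 active = inhibition at 20 µM, scaled to each plate's controls, above about 33%, limit read from the data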
Target sequence (O00487 whole entry, looked up): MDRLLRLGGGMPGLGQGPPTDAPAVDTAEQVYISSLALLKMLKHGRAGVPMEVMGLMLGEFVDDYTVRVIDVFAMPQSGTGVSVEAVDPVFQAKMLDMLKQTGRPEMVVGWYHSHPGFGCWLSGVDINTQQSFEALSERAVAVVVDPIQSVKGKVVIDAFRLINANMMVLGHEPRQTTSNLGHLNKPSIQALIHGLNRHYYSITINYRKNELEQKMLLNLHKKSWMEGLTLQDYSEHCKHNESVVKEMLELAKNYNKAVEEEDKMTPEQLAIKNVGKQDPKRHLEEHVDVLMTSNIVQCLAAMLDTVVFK
Rin1 Abl inh: inhibitors of human Rin1-Abl protein interaction; P00519+Q13671; TR-FRET Rin1/Abl binding, biochemical; inhibition, % at 7.35 µM; actives 0.4% (n = 360,000); in the data active = inhibition above about 5%, passing the limit was not always enough
* marks the source's active call; other numbers are inactive results; i = inactive; . = no result given; + = active, no number. Hits appear at their usual frequency; any-hit rate near 3.9%.

SMILES	NadD block	FAS-TE inh	MT1-MMP act inh	CSN deneddyl inh	MLLE-PAM2 inh	Neddyl block	SKN-1 block	Rpn11 block	Rin1 Abl inh
CC(=O)N1CCOc2ccc(S(=O)(=O)Nc3cccc(C)c3)cc21	-4	-2	-4	-2	7	i	1	i	2
CC(C)c1nnc(NC(=O)CCc2ccccc2)s1	-6	0	3	0	-1	i	7	i	-1
COC(=O)c1sc(SC)c2c1CC(C)(C)C/C2=N/O	-4	0	0	2	-6	i	2	i	1
Cc1ccc(C)n1-c1ccc(N2CCOCC2)cc1	12	-7	9	-6	-3	i	3	i	-7
Cc1ccc(NC(=O)C2C3C=CC4(O3)C2C(=O)N(CCN2CCOCC2)C4C(=O)NC2CCCCC2)cc1C (stereo not given)	2	-3	-1	0	8	i	8	i	-1
Cc1cccc(C)c1NC(=S)N(CCN(C)C)C(C)c1ccccn1 (stereo not given)	0	-3	1	-1	-17	i	1	i	-3
NCC(=O)NCC(=O)NC[C@H]1O[C@@H](n2cnc3c(N)ncnc32)[C@H](O)[C@@H]1O	-4	-11	0	-4	14	i	5	i	-2
COc1cc(/C=N/NS(=O)(=O)c2ccc3ccccc3c2)ccc1OCc1ccc(C(=O)O)cc1	8	-4	0	7	-55	i	17	i	-2
CCOC(=O)C1(Cc2ccccc2C)CCCN(C(=O)CCn2nccc2C)C1 (stereo not given)	0	-2	3	-13	3	i	1	i	5
COc1ccccc1N1CCN(CC(O)COc2ccc(C)c(C)c2)CC1 (stereo not given)	-9	-6	3	1	4	i	-17	i	-1
CC(C)NC(=O)OC1CC2CC1[C@H]1CCCCN1C2=O (stereo not given in full)	-2	-10	4	0	.	i	6	.	.
CCOC(=O)c1c(C)[nH]c(C(=O)COC(=O)CSCC(=O)N(CC)CC)c1C	-5	-5	-4	-3	12	i	-5	i	2
O=C(N/N=C/c1cc([N+](=O)[O-])ccc1O)Nc1ccccc1	3	20	-1	-9	-1	i	1	i	1
CCOC(=O)c1c(CN2CCCCC2C)oc2ccc(OC)cc12 (stereo not given)	-4	0	3	4	8	i	5	i	-2
CCn1cc(C2=NOC(C(=O)Nc3c(C)nn(Cc4ccc(F)cc4)c3C)C2)c(C)n1 (stereo not given)	-3	-1	1	-1	-7	i	4	i	-1
COc1cc(NC(=O)NCC2CCN(Cc3ccccc3C)CC2)cc(OC)c1OC	-8	-3	2	5	-8	i	10	i	1
CCOC(=O)C1CCN(C(=O)CCC2CCCC2)CC1	-2	-2	0	2	-1	i	-1	i	-2
CCN1CCN(CCOc2cccc(Cl)c2Cl)CC1	-1	-3	4	9	11	i	30	i	3
Cc1c(NC(=O)C(C)OC(=O)CCc2ccccc2)c(=O)n(-c2ccccc2)n1C (stereo not given)	-2	-7	3	-1	-25	i	6	i	-2
COCCCNC(=O)CCn1c(=O)c2ccccc2n(CC(=O)NCCc2ccc(OC)c(OC)c2)c1=O	-3	-8	-1	-2	-10	i	-6	i	2
Cc1ccc(S(=O)(=O)NC(C(=O)Oc2ccc3c(C)c(Cl)c(=O)oc3c2)c2ccccc2)cc1 (stereo not given)	12	43	4	5	13	.	9	i	3
CN(C)CCCNC(=S)N1CCC(c2nc3ccccc3[nH]2)CC1	-2	-6	-4	-10	-87	i	7	i	-2
Cc1ccc2cc3c(N)c(C(=O)N4CCOCC4)sc3nc2c1	1	0	-4	8	1	i	12	i	-1
Cc1cccc(C)c1-n1c(C)nn(CCOc2ccccc2)c1=O	4	-6	-1	-3	-6	i	12	i	0
COc1ccc(C(=O)Nc2cc(C)nn2-c2cccc(F)c2)cc1	-5	-4	-1	4	-4	i	5	i	2
C[C@H](CO)N1C[C@H](C)[C@H](CN(C)S(=O)(=O)c2cn(C)cn2)Oc2ccc(NC(=O)Nc3ccc(C(F)(F)F)cc3)cc2CC1=O	-9	1	13	12	4	i	18	i	2
O=C(Nc1ccccc1C(=O)O)c1ccc2ccccc2n1	-8	-2	1	3	16	i	4	i	-6
O=c1c2c(nc3c(-c4ccc(Cl)cc4)c[nH]n13)CCC2	20	3	8	3	0	.	4	i	3
CC1(C)Cn2c(nc(=O)c3c2NCN(CCc2ccccc2)C3)S1	0	-4	-2	-5	-3	i	-1	i	2
CCC(=O)NNC(=O)c1c(O)c2ccccc2[nH]c1=O	-3	-8	2	1	1	i	-9	i	2
COc1ccc(C2=NN(C(=O)CCC(=O)O)C(c3ccccc3F)C2)cc1 (stereo not given)	-3	-3	-2	-2	-11	i	19	i	0
Fc1ccccc1N=C1NN=C(c2ccccc2)CS1	4	-24	-10	-1	-44	i	6	i	0
COc1ccccc1C1(CCNC(C)c2cccs2)CCOC(C(C)C)C1 (stereo not given)	-5	0	-1	-4	8	i	-11	i	-3
CC1(C)CC(=O)N(c2cccc(C(F)(F)F)c2)C(=O)C1	4	-4	3	-2	7	i	9	i	-1
O=C(NC1CCN(Cc2ccccc2)CC1)c1ccccc1OCc1ccccc1Cl	-7	24	-4	6	-10	i	1	i	2
COc1cc2c(cc1OC)CN(c1ncccc1[N+](=O)[O-])CC2	-3	0	3	0	13	i	15	i	-1
CCCCNCCS(=O)(=O)NCc1ccc(OC)cc1	-3	-8	1	2	-4	i	11	i	-3
O=C(Nc1cc(C(F)(F)F)ccc1-n1cncn1)C1CC1	-1	-5	-1	-7	12	i	-12	i	5
Cc1ccc(SCCC(=O)NC2CC2)cc1	3	-4	0	-6	10	i	4	i	1
COc1ccc(/C=C/C(=O)c2ccc(OC)cc2OC)c(OC)c1	-12	2	-1	-1	-4	i	10	i	-2

For reference, part of the list above:
SMILES	NadD block	FAS-TE inh	MT1-MMP act inh	CSN deneddyl inh	MLLE-PAM2 inh	Neddyl block	SKN-1 block	Rpn11 block	Rin1 Abl inh
O=C(NC1CCN(Cc2ccccc2)CC1)c1ccccc1OCc1ccccc1Cl	-7	24	-4	6	-10	i	1	i	2
COc1cc2c(cc1OC)CN(c1ncccc1[N+](=O)[O-])CC2	-3	0	3	0	13	i	15	i	-1
CCCCNCCS(=O)(=O)NCc1ccc(OC)cc1	-3	-8	1	2	-4	i	11	i	-3
O=C(Nc1cc(C(F)(F)F)ccc1-n1cncn1)C1CC1	-1	-5	-1	-7	12	i	-12	i	5
Cc1ccc(SCCC(=O)NC2CC2)cc1	3	-4	0	-6	10	i	4	i	1
COc1ccc(/C=C/C(=O)c2ccc(OC)cc2OC)c(OC)c1	-12	2	-1	-1	-4	i	10	i	-2

Later entries:
SMILES	NadD block	FAS-TE inh	MT1-MMP act inh	CSN deneddyl inh	MLLE-PAM2 inh	Neddyl block	SKN-1 block	Rpn11 block	Rin1 Abl inh
COc1cc(Cl)ccc1S(=O)(=O)n1nc(C)cc1C	-1	-3	6	-1	7	i	1	i	1
Cc1ccc(S(=O)(=O)NCC(=O)Nc2cccc([N+](=O)[O-])c2)cc1	-2	5	-5	-4	1	i	2	i	1
CCOC(=O)N1CCN(C(=O)/C(=C/c2ccccc2OC)NC(=O)c2ccccc2)CC1	-4	-4	2	-1	4	i	-12	i	-2
Cc1n[nH]c(=S)n1Cc1ccccc1	-2	-5	4	6	-20	i	4	i	2
C/C(=N\NC(=O)C(O)c1ccccc1)c1ccc(Cl)cc1 (stereo not given)	-3	1	0	4	5	i	-11	i	4
CCC(=O)N1CCc2nc(-c3ccccc3)sc2C1	-1	-6	2	4	-11	i	3	i	-2
CC(Sc1nnc(C2CC2)n1C1CC1)C(=O)c1ccc(Br)cc1 (stereo not given)	-2	-3	5	0	6	i	2	i	-1
CCOC(=O)C1CCCN(C(=O)Nc2ccccc2)C1 (stereo not given)	-5	-6	3	-1	-5	i	-12	i	2
O=C(O)c1ccc(Nc2nc3ccc(Cl)cc3[nH]2)cc1	-7	-8	2	-3	-4	i	-15	i	2
CC1CN=C(N(C(=O)Nc2ccccc2)c2ccc(F)cc2)S1 (stereo not given)	-3	8	0	-1	-11	i	10	i	1
COc1ccccc1NS(=O)(=O)c1ccc2c(c1)NC(=O)C(C)S2 (stereo not given)	-4	1	6	5	12	i	-2	i	3
CCOc1ccccc1NC(=O)CSc1nc2cccnc2n1C	-1	-1	-7	6	9	i	20	i	-1
CCOC(=O)N1CCN(S(=O)(=O)c2ccc3c(c2)NC(=O)CO3)CC1	-3	-8	3	0	18	i	2	i	1
CC(CCc1ccccc1)NC(=O)CNC(=O)c1ccccc1Br (stereo not given)	2	-1	-2	4	-10	i	-3	i	-1
O=C(CSc1nnnn1-c1ccccc1)NC1CCCc2ccccc21 (stereo not given)	-2	10	0	0	-31	i	-5	i	-3
COC(=O)c1cc(CC(=O)c2ccc(O)cc2O)c(C)o1	5	-3	3	1	15	i	-5	i	1
COc1cc(OC)c(NS(=O)(=O)c2ccc(Cl)c(C(=O)OC(C)C(=O)N3CCCC3)c2)cc1Cl (stereo not given)	2	49	12	-2	12	i	5	i	-2
O=C1NC(=O)N(Cc2ccccc2)C1=O	-3	-7	2	-7	14	i	18	i	0
Cn1c(CNC(=O)c2ccccc2)nnc1SCC(=O)Nc1nccs1	0	-4	0	-13	5	i	-12	i	2
Cc1nnc(NC(=O)CSC2CCCCC2)s1	-2	-10	2	0	10	i	6	i	0
COc1cc(/C=N/n2c(C)n[nH]c2=S)ccc1OCc1ccc(F)cc1	6	-2	4	-4	-45	i	9	i	-1
CCCCn1c(O)c(N=NC(=O)c2ccco2)c2ccccc21	-1	25	11	-11	10	i	7	i	-5
Cc1c(NS(=O)(=O)c2cccc(C(=O)NCc3cccc(Cl)c3)c2)c(=O)n(-c2ccccc2)n1C	7	3	0	2	6	i	-12	i	5
CCC(NC(=O)c1ccccc1O)c1ccccc1 (stereo not given)	1	3	4	-2	-7	+	8	i	-1
COC(=O)[C@H](CCSC)NC(=O)N1CCN(Cc2ccccc2)CC1	-7	-6	2	-6	17	i	-15	i	1
O=C(Nc1c2n(c(=S)n(-c3ccccc3)c1=O)CCCCC2)c1ccccc1	-1	-1	0	-5	4	i	7	i	-1
COc1ccc(N(C)S(=O)(=O)c2cccc(C(=O)NC3CCCC(C)C3C)c2)cc1 (stereo not given)	-6	19	-14	2	2	i	15	i	2
CN(C(=O)c1ccoc1)c1ccc2ccccc2c1	-3	-2	-2	0	4	i	7	i	3
Cc1cc(C(=O)N/N=C/c2ccc(Br)o2)n[nH]1	3	-8	-2	1	-2	i	19	i	1
Cc1ccc(NC(=O)c2ccc(NCCCN3CCC(C)CC3)c([N+](=O)[O-])c2)c(C)c1	1	-3	1	2	-3	i	14	i	-2
Cc1ccccc1-c1nnc(SCC(=O)Nc2cccc(C)c2C)o1	-2	3	4	0	7	i	2	i	-2
O=C(CCC(=O)OCC(=O)c1ccc(-c2ccccc2)cc1)Nc1cccc2cccnc12	4	17	-1	0	-10	i	-14	i	0
CC(=O)Nc1nonc1NC(=O)CSC1=NCCS1	2	-8	-1	5	-57	i	24	i	-1
CC(C)CC(=O)NN(C)c1nc(-c2ccccc2)nnc1C(F)(F)F	-7	2	0	-8	-2	i	-16	i	1
Cc1ccc(C(=O)OCC2OC3OC(C)(C)OC3C2O)cc1 (stereo not given)	-2	-5	6	5	4	i	7	i	4
